CAL PDZ FP-1 – blocks peptide binding to human CAL PDZ domain. 0.02% of 330,000 active. purified CAL PDZ, TMR-peptide fluorescence polarization, 1 h. Q9HD26. inhibition, % at 20 µM. AID 504414;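 active means highest replicate inhibition of at least 40%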;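 further: plate controls were DMSO neutral control wells for no effect and unlabeled competitor peptide control wells for full effect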
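Test system: purified CerCALP PDZ construct; Compound dosing: one concentration, 20 µM compound; Also added: TMR-labelled reporter peptide T*-PRC34 bound in PDZ groove; Read-out: inhibition from polarization loss; Controls: unlabelled peptide and DMSO controls; Signal: FP readout, S and P plane fluorescence; Incubation: 1 h at RT.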
CAL PDZ FP-2 – blocks peptide binding to the human CAL PDZ domain; Q9HD26; purified CAL PDZ, TMR-peptide fluorescence polarization, 1 h; inhibition, % at 24.9 µM; 0.92% of 300,000 active; AID 602252;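 active means mean inhibition of at least 30% with at least half of replicates also reaching 30%; inconclusive means no clear call, values can overlap the other calls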;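 further: 0% = DMSO neutral control and 100% = excess unlabeled competitor peptide PRC23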
PfHsp90 set2 – growth inhibition of yeast expressing Plasmodium Hsp90; S. cerevisiae expressing PfHsp90, BacTiter-Glo ATP, 48 h; yeast lacking PDR1 and PDR3 efflux regulators; inhibition, % at 9.4 µM; 0.32% of 310,000 active; AID 504621;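 active means every replicate shows inhibition above about 80%, whatever the replicate mean, limit read from the data; inconclusive means mean inhibition reaches the set limit but some replicate falls short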;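 further: 0% = DMSO neutral controls and 100% = 20 µM radicicol positive controls; yeast relying on Plasmodium falciparum Hsp90 in place of its own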
SR-BI uptake up – SR-BI HDL lipid transfer activation; AID 504775; 0.096% of 320,000 active; activation, % at 12.5 µM; CHO ldlA[mSR-BI] cells, DiI-HDL uptake fluorescence, 3 h; 100 = double the neutral-control signal;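 active means mean replicate activation of at least 60% and every replicate at or above 60%; inconclusive means mean or all-replicate condition met, but not both; inactive means mean below 60% and not all replicates reaching 60%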;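 further: 0% = median plate neutral-control signal and 100% = twice that signal; values of inactives mirror those of a sister screen read the other way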
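Material – SR-BI-overexpressing, LDLR-lacking CHO cells · Medium – BSA-supplemented, HEPES-buffered Ham's F12, pH 7.4 · Doses – single concentration · Times – compound with DiI-HDL co-incubation, 3 h at 37 °C · Measured by – bottom-read fluorescence, 550/595 nm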
dFosB act – enhances mouse delta FosB homodimer DNA binding; P13346; purified delta FosB, TAMRA-CDK5 oligo fluorescence polarization; percent of positive-control signal above neutral wells; activation, % at 25 µM; 0.99% of 340,000 active;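 active means mean activation above about 17%, with every replicate also reaching it, limit read from the data, passing the limit was not always enough; inconclusive means only one of the two conditions met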;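 further: fluorescence polarization rise as delta FosB binds a TAMRA Cdk5 AP-1 oligo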
Target sequence (P13346 whole entry, looked up): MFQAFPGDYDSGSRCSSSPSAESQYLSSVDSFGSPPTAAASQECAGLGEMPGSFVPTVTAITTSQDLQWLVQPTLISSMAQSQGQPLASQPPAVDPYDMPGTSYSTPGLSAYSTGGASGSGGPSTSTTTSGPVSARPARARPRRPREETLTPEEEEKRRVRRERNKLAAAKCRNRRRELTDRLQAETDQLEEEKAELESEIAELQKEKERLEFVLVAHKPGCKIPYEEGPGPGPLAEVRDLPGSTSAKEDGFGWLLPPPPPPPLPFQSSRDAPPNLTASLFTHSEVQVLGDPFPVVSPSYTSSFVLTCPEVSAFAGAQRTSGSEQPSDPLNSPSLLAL
MITF act – increases MITF-driven TRPM1 promoter luciferase signal | activation, % at 12.5 µM | SK-MEL-5 TRPM1-promoter luciferase, 24 h; % of positive control, neutral wells = 0 | 0.75% of 300,000 active;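 active means mean activation of at least 80% with every replicate also reaching 80%; inconclusive means mean reaches 80% but some replicate falls short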;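 further: 0% = neutral control wells and 100% = parthenolide positive control wells; values of inactives mirror those of a sister screen read the other way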
SR-BI DiI inh – inhibitors of mouse SR-BI mediated HDL lipid uptake; Q61009; ldlA[mSR-BI] CHO cells, DiI-HDL uptake fluorescence, 3 h; inhibition, % at 12.5 µM; 0.96% of 320,000 active;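 active means mean replicate inhibition of at least 70% and a set share of replicates each scoring 70 or more; inconclusive means meets just one of the two criteria; inactive means fails both criteria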;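 further: 0% = median of neutral control wells and 100% = median of positive control wells; values of inactives mirror those of a sister screen read the other way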
Rtt109 Vps75 – blocks Candida albicans Rtt109/Vps75 acetyltransferase activity. Q5AAJ8. 0.16% of 330,000 active. purified Rtt109/Vps75, ThioGlo CoA-SH fluorescence, 4 h. inhibition, % at 34.9 µM;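 active means inhibition of at least 50% in every replicate; inconclusive means best replicate reaches 50% inhibition but some replicates fall short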
Target sequence (Q5AAJ8 whole entry, looked up): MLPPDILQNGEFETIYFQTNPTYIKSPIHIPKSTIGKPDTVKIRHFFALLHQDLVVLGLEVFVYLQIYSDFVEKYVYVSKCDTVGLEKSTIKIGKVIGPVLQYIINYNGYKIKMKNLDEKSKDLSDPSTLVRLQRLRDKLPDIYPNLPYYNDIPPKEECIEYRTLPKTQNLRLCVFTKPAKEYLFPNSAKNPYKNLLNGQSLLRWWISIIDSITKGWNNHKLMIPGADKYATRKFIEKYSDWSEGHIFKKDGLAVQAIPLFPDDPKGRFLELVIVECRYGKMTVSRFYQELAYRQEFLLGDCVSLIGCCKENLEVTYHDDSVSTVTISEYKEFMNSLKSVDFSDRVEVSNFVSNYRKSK
NSD2 HMT inh – NSD2 (human) methyltransferase inhibition; O96028; NSD2 peptide methylation, AlphaScreen, 120 min; inhibition, % at 12.5 µM; 0.54% of 310,000 active; AID 743445; in the data active means inhibition above about 50%
PvdQ acylase – P. aeruginosa PvdQ acylase inhibition; purified PvdQ acylase, fluorescence plate reader; inhibition, % at 10 µM; 0.063% of 340,000 active; AID 488965; in the data active means inhibition above about 30%, passing the limit was not always enough; inconclusive means no clear call, values can overlap the other calls;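 further: 0% = vehicle neutral wells and 100% = reference inhibitor wells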
Starred values were filed as active, the others as inactive; u = inconclusive; x = not tested or not shown.

entry	structure	dFosB act	SR-BI DiI inh	MITF act	PvdQ acylase	PfHsp90 set2	Rtt109 Vps75	SR-BI uptake up	NSD2 HMT inh	CAL PDZ FP-1	CAL PDZ FP-2
1	O=C(CC(=O)c1ccccc1)Nc1cccnc1	2	14	21	-13	14	2	-14	-3	-1.9	12
2	CCOC(=O)c1cc(-c2ccccc2C)nn1CC1CC(c2ccc(OC)cc2)=NO1 (configuration not stated)	5	32	9	3	x	14	-32	x	-1.5	-1
3	Cc1nn(Cc2ccccc2)c(C)c1NC(=O)c1noc2c1CCc1ccccc1-2	-1	40	2	-4	3	3	-40	x	-1.4	x
4	CCc1nnc(NS(=O)(=O)c2ccc(N/C=C/C(=O)c3ccc(OC)cc3)cc2)s1	0	-13	18	0	-7	14	13	1	-2.7	x
5	O=CN1CCN(C(C(=O)NC2CCCCC2)c2ccc(Cl)cc2)CC1 (configuration not stated)	-1	-19	1	-5	2	-8	19	-2	0.2	-8
6	Cc1ccc(S(=O)(=O)N2CCCCC2)cc1C(=O)Nc1ccc(S(=O)(=O)Nc2ncccn2)cc1	-7	x	-6	-10	-34	-4	x	x	-1.4	0
7	CCN(CC)S(=O)(=O)c1cccc(NC2=NCCCCC2)c1	-2	-1	9	7	14	-4	1	0	0.1	0
8	O=C(NCCCN1CCCC1=O)c1ccc(OCc2ccccc2)cc1	-1	9	11	-11	9	-9	-9	5	-2.5	0
9	O=C(Cc1csc(-c2ccc(F)cc2)n1)Nc1cccc(S(=O)(=O)NC2=NCCC2)c1	-8	-8	13	-7	-13	5	8	-1	-1.7	-2
10	CC1CCCCN1C(=O)COC(=O)c1ccc2c(c1)C(=O)N(Cc1ccco1)C2=O (configuration not stated)	-10	-11	x	0	-16	16	11	1	-0.4	-6
11	CC(=O)c1ccc(N/N=C(/C(N)=O)C2=NC(C)(C)Cc3ccccc32)cc1	-3	11	-6	7	-3	9	-11	12	-0.5	-3
12	Cc1cc(C)cc(CSc2nnc(C)c(=O)[nH]2)c1	-1	9	-7	16	-17	-4	-9	2	-0.4	-3
13	COc1cc(NC(=O)c2noc3c2CCCC3)c(OC)cc1Cl	3	9	-6	-7	-3	-1	-9	-3	0.5	x
14	CC(C)NC(=O)COc1coc(CN2CCN(c3ccccc3F)CC2)cc1=O	1	-8	-2	-11	5	-17	8	-2	-1.0	60*
15	CCN(CC)C(=O)CSc1nnc(-c2cc(OC)cc(OC)c2)o1	-19	29	-1	4	18	1	-29	-1	-1.7	-1
16	CC(=O)Cc1nsc(NC(=O)c2ccc(-c3ccc(F)cc3)o2)n1	-24	34	15	0	x	3	-34	2	-0.8	-1
17	O=C(CSc1ccc(Br)cc1)NCC(c1ccco1)N1CCCCC1 (configuration not stated)	-6	-13	-1	3	11	5	13	x	-3.3	-4
18	Cc1ccc(-n2nnc(-c3cc4ccccc4nc3Cl)n2)cc1	-10	-9	x	-3	-5	5	9	x	-0.8	-8
19	Cc1ccc(CNC(=O)CCC(=O)n2ncc3cc(C)ccc32)cc1	4	-35	x	5	2	-4	35	x	1.0	-2
20	C=CCOc1ccc(/C=N/Nc2ccccn2)cc1OC	2	43	u	10	17	-3	-43	2	0.4	-3
21	COc1ccc2c(C)cc(SCC(=O)NC3CCCC3)nc2c1	-10	22	-20	-2	-18	-1	-22	0	-1.7	-3
22	O=C(c1ccccc1)c1ccc(OC(=O)N2CCOCC2)cc1	-5	-2	25	-3	-2	-3	2	-2	-0.6	1
23	N#C/C(=C/c1ccc(Cl)cc1)NC(=O)c1ccccc1	-3	36	39	4	-19	-1	-36	-2	-0.5	-6
24	O=C(CN1C(=O)c2ccccc2S1(=O)=O)N1CCOCC1	7	-34	6	-14	x	-4	34	28	-1.4	x
25	O=C(Nc1ccncc1)Nc1cccc(Cl)c1Cl	-17	3	-16	-2	-2	2	-3	0	-3.9	x
26	Cc1c(NC(=O)c2ccc3c(c2)OCO3)c(=O)n(-c2ccccc2)n1C	0	-14	-1	-7	-18	2	14	6	0.4	-6
27	CC(C)CNC(=O)C(=O)NC1CCCC1	-3	-64	13	1	4	-4	u	x	-5.0	-2
28	Cc1ncc([N+](=O)[O-])n1CC(=O)Nc1ccc2c(c1)OCO2	-3	-34	-1	-3	-2	-3	34	x	-1.6	0
29	CCCSC1=C(C#N)C(c2cccs2)C(C(=O)Nc2ccccc2)=C(C)N1 (configuration not stated)	-9	15	3	-15	-52	1	-15	-5	-1.3	3
30	CS(=O)(=O)N(CC(=O)N1CCN(Cc2ccccc2)CC1)c1ccccc1Br	-6	7	11	-14	-11	7	-7	0	0.1	-3
31	Cc1cccc(NC(=O)c2ccc3c(=O)n(CC4CCCO4)c(=S)[nH]c3c2)c1 (configuration not stated)	-3	u	13	2	0	-8	-74	-1	-0.3	-4
32	NC(=O)NN=C1CC2CC1C1C=CCC21 (configuration not stated)	-4	-2	-3	7	17	7	2	38	-0.3	-4
33	CC(C)Oc1ccc(C(=O)Nc2ccc(N3CCCC3)cc2)cc1	13	75*	-6	1	-13	4	-75	-2	-0.5	1
34	CCN1CCN(c2nc(Nc3ccccc3)nc(N)c2[N+](=O)[O-])CC1	-4	-7	6	-16	-31	3	7	28	-0.6	-3
35	Cn1c(=O)n(C)c2cc(S(=O)(=O)N3CCCc4ccccc43)ccc21	-4	-9	2	2	-11	1	9	1	-1.2	-1
36	Cc1cc(C)c(N(C(=O)Cn2nnc3ccccc32)C(C(=O)NC(C)(C)C)c2ccsc2)c(C)c1 (configuration not stated)	1	-1	-1	1	21	8	1	1	-0.3	-2
37	Cn1c(N)c(C(=O)CSc2nnc3n2CCCCC3)c(=O)n(C)c1=O	-4	-19	8	-6	4	0	19	-1	-0.1	x
38	CCc1cccc2c(C=C(C#N)C#N)cn(CC(=O)N3CCCCC3)c12	-4	-14	5	-13	-15	-1	14	7	-0.7	-4
39	CCCCC(=O)Nc1ccc(NC(=O)c2ccc(C)c([N+](=O)[O-])c2)cc1OC	-3	42	8	-4	11	-4	-42	-2	-2.1	-3
40	CC(=O)c1cccc(N(C(=O)CNC(=O)c2cccs2)C(C(=O)NCC2CCCO2)c2ccccc2)c1 (configuration not stated)	-8	-8	4	-4	9	-8	8	-1	-1.8	3
41	COc1ccc(S(=O)(=O)N(C)CC(=O)NCc2ccco2)cc1	-2	-16	3	-11	-29	-5	16	0	-0.7	3
42	Cc1ccc(N2CCN(/N=C/c3ccccc3[N+](=O)[O-])CC2)cc1	-2	11	14	5	x	2	-11	-5	0.1	0
43	Cc1cc(S(=O)(=O)NCc2ccccc2)ccc1OCC(=O)NCc1ccccn1	-10	x	-4	-2	-8	-5	x	1	-1.1	-1
44	O=[N+]([O-])c1cccc(NC(=S)N2CCN(c3ccccn3)CC2)c1	-3	-22	-19	-10	3	-20	22	3	-1.7	1
45	CCCCn1c(N)c(N(CCOC)C(=O)c2cc(Cl)nc3ccccc23)c(=O)[nH]c1=O	-1	4	-1	-2	1	-4	-4	0	0.6	3
46	CSCCC(NC(=O)COc1ccccc1)C(=O)NCCOc1ccc(C)cc1 (configuration not stated)	-18	2	3	6	-12	2	x	x	-0.5	-3
47	O=C(Cn1c(-c2cscn2)nc2ccccc21)Nc1ccc(Cl)cc1	-2	-2	-2	-11	-16	-3	2	-10	-0.2	-18
48	Cc1ccc(C(C)C)c(OCC(=O)N/N=C/c2ccc(S(=O)(=O)O)o2)c1	1	3	x	-2	-16	-7	-3	-2	-1.3	-5
49	COc1ccc(C(=O)O/N=C(\N)c2ccc(Br)cc2)cc1	-1	-17	57	10	1	12	17	-5	-2.4	1
50	CCOc1ccccc1CN1CCN(Cc2cc(=O)c3ccccc3[nH]2)CC1CCO (configuration not stated)	-3	13	7	-6	-16	9	-13	1	-16	1
51	CC(C)N(C(=O)CSc1nc2ccccc2c(=O)[nH]1)C(C)C	2	-37	1	-4	x	-3	37	2	-0.8	2
52	Cc1ccccc1S(=O)(=O)N1[C@@H](c2cccc(Cl)c2)C(C(=O)O)=CC[C@H]1c1ccc(Cl)cc1	-10	4	-2	-13	-2	15	-4	x	0.0	-4
53	CSc1ccc(CNCc2ccco2)cc1	-6	-6	-4	-4	18	-23	6	4	-12	10
54	CCc1ccccc1N(CC(=O)NCc1ccco1)C(=O)CCC(=O)Nc1nccs1	-9	-2	5	-6	-51	-4	2	4	-1.7	2
55	COc1ccc2c(ccc[n+]2[O-])c1	-6	-17	-2	-1	x	1	17	-2	-0.2	-7
56	CCOC(=O)c1oc2c(c1C)C(=O)CCC2	4	-23	-8	-4	3	-8	23	-3	-0.9	3
57	O=C(CSc1nccc(=O)[nH]1)Nc1ccc(N2CCOCC2)c(Cl)c1	-3	x	-1	-12	-25	-2	x	1	-0.8	x

Screening data (PubChem)
